Bioassay records as filed in PubChem BioAssay.
Eya2 phos inh: qHTS Assay for Inhibitors of the Phosphatase Activity of Eya2; Potency, µM (titrated, usually from 76.9 µM), inactives show at the highest dose activity, negative = inhibition, most hits filed as inhibitors; recombinant Eya2, OMFP fluorescence dephosphorylation (OMFP is methylfluorescein phosphate); AID 488837, 2010; actives 0.006% (n = 330,000); also: potency is read from the fitted curve at half-maximal effect; % is scaled to controls: 0 for no effect and ±100 for the full control effect
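Eya2 (0.2 uM) preincubated 10 min at ambient with compound, then OMFP substrate added at 50 uM; 10 min reaction in 50 mM HEPES pH 7.5, 50 mM NaCl, 5 uM MgCl2, 0.05% BSA, 1 mM DTT. Fluorescence read at Ex 485/Em 525 nm.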
hERG WT inh: qHTS for Inhibitors of KCHN2 3.1: Wildtype qHTS; U2OS, BacMam KCNH2, thallium flux FluxOr; hits give low values; actives 0.37% (n = 340,000); Voltage-gated inwardly rectifying potassium channel KCNH2 (Homo sapiens), Q12809; activity change, % at 1.84 µM;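 active = maximum activity change below -70%; inconclusive = maximum activity change between -70% and -50%; inactive = maximum activity change above -50%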; also: % is scaled to controls: 0 for no effect and ±100 for the full control effect
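U2OS cells transduced with wild-type KCNH2 virus are loaded with FluxOr dye for 45 min, and thallium flux is measured in kinetic reads before and after stimulation buffer. Rate constants are normalized to DMSO controls.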
Mito fusion act: qHTS Assay for Small Molecule Inhibitors of Mitochondrial Division or Activators of Mitochondrial Fusion; S. cerevisiae fusion-defective mutant growth rescue, CellTiterGlo 48 h; Potency, µM (doses to about 46.1 µM), inactives show at the top dose growth rescue (activation), usual class: activators; actives 0.23% (n = 320,000); AID 485298, 2010;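 also: potency is read from the fitted curve at half-maximal effect; % of control where 0% means no effect; nearly all actives have a fitted effect of over 45% in size; temperature-sensitive fusion mutants such as fzo1-1 at 37 °C on non-fermentable ethanol glycerol medium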
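S. cerevisiae fusion-defective temperature-sensitive mutants (e.g. fzo1-1, mgm1-5) grown 48 h at 37C in YPEG (ethanol/glycerol non-fermentable) medium with 23 nl compound per well; growth rescue read as CellTiterGlo luminescence.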
GALK inh: qHTS Assay for Inhibitors of Human Galactokinase (GALK). P51570. Potency, µM (top dose mostly 57.5 µM), for the others: at the top dose activity change, negative = inhibition, usual class: inhibitors. Purified GALK, Kinase-Glo residual ATP luminescence. actives 0.007% (n = 270,000); also: potency is read from the fitted curve at half-maximal effect; % is scaled to controls: 0 for no effect and ±100 for the full control effect
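GALK at 5 nM final was combined with compound, 35 uM ATP and 100 uM galactose in HEPES pH8.0 with MgCl2 and DTT. The reaction ran one hour at room temperature before luminescent ATP detection.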
ASM inhibitor: Inhibitors of Secretory Acid Sphingomyelinase (S-ASM): qHTS; Potency, µM (titrated, usually from 57.5 µM), inactives show at the highest dose activity change, negative = inhibition, actives largely listed as inhibitors; actives 0.006% (n = 340,000); placental ASM, HMU-PC fluorogenic substrate, 60 min; Sphingomyelin phosphodiesterase (Homo sapiens), P17405; also: potency is read from the fitted curve at half-maximal effect
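Human placenta-derived ASM enzyme was preincubated with compound for 10 minutes at room temperature, then given fluorogenic substrate HMU-PC0 (9 uM final) for 60 minutes at 37 °C; a pH 10 stop preceded fluorescence reading at Ex 386/Em 447 nm.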
PKM2 activator: qHTS Assay for Activators of Human Muscle isoform 2 Pyruvate Kinase. Pyruvate kinase PKM (Homo sapiens), P14618. AID 1631, 2009. purified PKM2, Kinase-Glo ATP luminescence, activation; response scale: 0% is enzyme alone, no compound. Potency, µM (titrated, usually from 57.5 µM), without a hit: top-dose activation, actives largely listed as activators. actives 0.34% (n = 260,000); also: potency is read from the fitted curve at half-maximal effect; % is scaled to controls: 0 for no effect and ±100 for the full control effect; nearly all actives have a fitted effect of over 55% in size
Target sequence (P14618 whole entry, looked up, canonical isoform): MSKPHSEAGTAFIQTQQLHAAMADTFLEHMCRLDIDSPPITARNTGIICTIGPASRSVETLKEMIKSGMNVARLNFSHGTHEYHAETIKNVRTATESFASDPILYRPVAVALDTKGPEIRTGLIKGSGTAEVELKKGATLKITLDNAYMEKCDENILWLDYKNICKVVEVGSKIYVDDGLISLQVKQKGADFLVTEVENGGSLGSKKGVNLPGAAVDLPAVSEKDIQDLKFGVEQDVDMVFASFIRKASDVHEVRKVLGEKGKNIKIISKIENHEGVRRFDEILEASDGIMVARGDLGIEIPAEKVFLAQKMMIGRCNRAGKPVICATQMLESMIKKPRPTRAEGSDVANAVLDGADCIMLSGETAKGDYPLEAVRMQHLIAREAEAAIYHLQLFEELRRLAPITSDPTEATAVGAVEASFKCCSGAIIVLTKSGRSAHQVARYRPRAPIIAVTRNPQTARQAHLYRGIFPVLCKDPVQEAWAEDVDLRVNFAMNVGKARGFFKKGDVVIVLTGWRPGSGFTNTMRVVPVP
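Purified hPK-M2 (>95% pure) converted ADP (0.1 mM final) to ATP with 0.5 mM PEP in 50 mM imidazole pH7.2, KCl, MgCl2, Tween 20, BSA; 1 h at room temperature. ATP detected by Kinase-Glo luminescence.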
MBNL1-CUG inh: qHTS Assay for Inhibitors of MBNL1-poly(CUG) RNA binding; Potency, µM (titrated, usually from 57.5 µM), without a hit: top-dose activity change, negative = inhibition, most hits filed as inhibitors; Muscleblind-like protein 1 (Homo sapiens), Q9NR56; actives 0.036% (n = 280,000); TR-FRET MBNL1-His/biotin-(CUG)12 binding, 665/545 ratio; AID 2675, 2010; active = well fitted inhibition curve with a large enough effect in the signal ratio, with a control signal flat, not every such curve was filed as active; inconclusive = small, poorly fitted or top-dose-only effect, or effect the other way, or a change in a side signal; inactive = no such curve, though single readings can be large or run the other way; the % refers to the signal ratio; also: potency is read from the fitted curve at half-maximal effect; % is scaled to controls: 0 for no effect and ±100 for the full control effect
Target sequence (Q9NR56 whole entry, looked up): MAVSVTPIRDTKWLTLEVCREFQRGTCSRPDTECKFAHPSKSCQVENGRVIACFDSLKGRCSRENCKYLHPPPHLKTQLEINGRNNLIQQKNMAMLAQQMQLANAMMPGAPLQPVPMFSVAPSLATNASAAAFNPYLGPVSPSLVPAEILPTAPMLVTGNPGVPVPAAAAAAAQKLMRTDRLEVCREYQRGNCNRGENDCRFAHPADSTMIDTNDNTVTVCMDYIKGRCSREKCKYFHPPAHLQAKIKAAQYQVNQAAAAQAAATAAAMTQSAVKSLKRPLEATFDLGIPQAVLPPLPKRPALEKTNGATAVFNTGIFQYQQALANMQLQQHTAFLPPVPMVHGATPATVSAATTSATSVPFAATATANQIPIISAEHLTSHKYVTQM
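Inhibition of protein-RNA binding appears as loss of TR-FRET between terbium anti-His antibody on MBNL1-His and streptavidin-XL665 on biotin-(CUG)12. Activity is normalized to buffer-only and uninhibited-complex controls.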
BCR signal inh: qHTS Assay to Find Inhibitors of Chronic Active B-Cell Receptor Signaling | ABC-DLBCL IkBa-CBG/CBR reporter, luminescence ratio, 4 h | Potency, µM (top dose mostly 46.1 µM), for the others: top-dose ratio change, negative = lower green/red ratio, usual class: inhibitors | actives 0.05% (n = 340,000) | AID 493014, 2011; active = well fitted inhibition curve with a large enough effect in the signal ratio, with a control signal flat, not every such curve was filed as active; inconclusive = small, poorly fitted or top-dose-only effect, or effect the other way, or a change in a side signal; the % refers to the signal ratio;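 also: potency is read from the fitted curve at half-maximal effect; plate controls were basal doxycycline-induced cells for no effect and cells given 10 µM MG132 for full effect; MG132 reads +100%, hits lower the ratio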
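Doxycycline induced both beetle luciferases in TMD8 lymphoma cells; IKK-driven degradation limits the IkappaBalpha-fused green signal, while red luminescence normalises for cell number and nonspecific effects. Compounds tested up to 46 uM, 4 hrs.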
TSHR antag: Antagonists of the Thyroid Stimulating Hormone Receptor: HTS campaign | Thyrotropin receptor (Homo sapiens), P16473 | TSHR-expressing cells, TSH-stimulated cAMP HTRF, 2 h; hits give low values | activity change, negative = inhibition, % at 11.5 µM | actives 0.2% (n = 330,000);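 active = activity change below a set negative limit, meaning inhibition stronger than a set level, cut at about -70% in these data; inconclusive = activity change between two set negative limits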; also: % is scaled to controls: 0 for no effect and ±100 for the full control effect
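Inhibition of cAMP made by TSHR-expressing cells under TSH stimulation (4nM final, EC80; 2 h, 37 deg C) is quantified with a one-step lysis HTRF kit, anti-cAMP cryptate versus cAMP-d2.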
USP2a inh: qHTS Assay for Inhibitors of Ubiquitin-specific Protease USP2a Using CHOP2 as the Reporter; AID 463254, 2010; actives 0.01% (n = 330,000); Ubiquitin carboxyl-terminal hydrolase 2 (Homo sapiens), O75604; Potency, µM (titrated, usually from 38.3 µM), without a hit: at the top dose activity change, negative = inhibition, usual class: inhibitors; USP2 core, Ub-CHOP2 coupled fluorogenic reporter, 485/531;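 also: potency is read from the fitted curve at half-maximal effect; plate controls were DMSO wells for no effect and full inhibition by NEM control for full effect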
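Deubiquitinase activity read as fluorescence (485/531 nm) after Ub-CHOP2 cleavage activates the enterokinase reporter on its substrate; USP2 core 10nM, Ub-CHOP2 and substrate 25nM each, 30min compound preincubation then 60min RT; data normalized to NEM, curves fitted.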
Menin-MLL TR inh: qHTS Assay for Inhibitors Targeting the Menin-MLL Interaction in MLL Related Leukemias: Competition With Texas Red Labeled MLL-derived Mutant Peptide; O00255; Menin + Texas Red MLL mutant peptide, fluorescence polarization; Potency, µM (titrated, usually from 61.6 µM), for the others: at the highest dose FP activity change, negative = inhibition, most hits filed as inhibitors; actives 0.23% (n = 270,000); AID 1768, 2009; active = well fitted inhibition curve with a large enough effect in the polarisation, with a control signal flat, not every such curve was filed as active; inconclusive = small, poorly fitted or top-dose-only effect, or effect the other way, or a change in a side signal; inactive = no such curve, though single readings can be large or run the other way; the % refers to the polarisation; also: potency is read from the fitted curve at half-maximal effect; % of control where 0% means no effect; many of its hits are not listed in these tables
The depositor's hits bear a star; i = inactive; ? = inconclusive; . = no result given; [ ] = dose if it differs, or a comment. Unless noted, calls follow the shape of the dose curve; as a rule, active = well fitted curve in the direction sought with a large enough effect; inconclusive = small, poorly fitted or top-dose-only effect, or another doubt; inactive = no such curve, though single readings can be large; an effect the other way counts as inactive or inconclusive.

SMILES | Eya2 phos inh | hERG WT inh | Mito fusion act | GALK inh | ASM inhibitor | PKM2 activator | MBNL1-CUG inh | BCR signal inh | TSHR antag | USP2a inh | Menin-MLL TR inh
CN(C)c1ccc(-c2nc3ccccn3c2/N=C/c2ccc(Br)cc2)cc1 | 6% | 16 | -11% | 3% | 54%[activator] | -48% | 83%[activator] | ? | 5 | 2% | -15%
c1ccc2c(N3CCCC3)nc(-c3ccncc3)nc2c1 | 5% | 12 | -2% | 0% | 2% | -14% | 0% | 12% | 4 | -1% | ?
Cc1cc(Cl)ccc1OC(C)C(=O)N1CCCN(C(=O)C(C)Oc2ccc(Cl)cc2C)CC1 (stereo not drawn) | -2% | -4 | ? | -1% | -8% | -3% | 10% | ? | -27 | -8% | -10%
COC(=O)/C=C/c1ccsc1NC(C)=O | 13% | i | -14% | . | 3% | -2% | 23%[11.5 µM] | -3% | 6 | 1% | -6%
COc1ccc(/C=C2\SC(=O)N(CC(=O)NN3CCN(C)CC3)C2=O)cc1OC | -12% | -11 | -2% | 6% | 13% | 6% | ? | -21% | 2 | 5% | .
CCC(C)NC(=O)CO/N=C/c1ccc(C(=O)OC)cc1 (stereo not drawn) | -30% | 2 | -4% | -1% | -2% | 0% | 9% | -6% | 0 | 1% | -12%
OCCNC(=S)Nc1ccc(Cl)c(Cl)c1 | -1% | 10 | 7% | 0% | 2% | 1% | -1% | 4% | -1 | -2% | 9%
O=C(/C=C/c1ccc2ccccc2n1)c1cc(Cl)ccc1O | -7% | -3 | -1% | 3% | -2% | -1% | 6% | -2% | 11 | -2% | ?
COc1ccc(S(=O)(=O)N2CCN(C(=S)NCC3CCCO3)CC2)cc1OC (stereo not drawn) | 0% | 8 | 1% | -3% | -2% | 2% | 1% | -3% | -2 | -1% | -17%
CCCCCCCNC(=O)c1ccc(N2CCC3(CC2)OCCO3)c([N+](=O)[O-])c1 | -13% | 5 | 4% | -1% | -18% | 0% | ? | ? | -10 | -1% | -1%
c1ccc2sc(-c3ccncc3)nc2c1 | 15% | -3 | -9% | -3% | 0% | -17% | . | ? | -3 | 5% | .
CSc1c(CC(=O)Nc2ccccc2C(F)(F)F)n(Cc2ccccc2)c2ccccc12 | -3% | -1 | 15% | -2% | -8% | 0% | -14% | -3% | 6 | 0% | 1%
O=c1cc(N2CCOCC2)[nH]c(=O)n1Cc1ccc(F)cc1 | 3% | 2 | 1% | 2% | 5% | 0% | 9% | ? | 6 | -1% | 1%
Cc1cccc(CN2CCN(Cc3ccc(-n4cccn4)cc3)CC2CCO)n1 (stereo not drawn) | -2% | 9 | -2% | 0% | -1% | -2% | ? | -2% | -6 | 0% | 2%
CCC(=O)c1c[nH]c(C(=O)N2CCN(c3ccccc3)CC2)c1 | 0% | 1 | 3% | -1% | 4% | 0% | 0% | 0% | -4 | 2% | 4%
CCCOc1cccc(-c2nnc(N)s2)c1 | 8% | -12 | 4% | -1% | 0% | -10% | 6% | -9% | 14 | -1% | -8%
CC(C)(C)NC(=O)CN1CCC(NC(=O)C23CC4CC(CC(C4)C2)C3)CC1 | -12% | 20 | -3% | -1% | 0% | -14% | 0% | -17% | 10 | -2% | 6%
CCOC(=O)Nc1ccc(OC)c([N+](=O)[O-])c1 | 0% | 13 | -9% | -1% | -2% | 1% | ? | -20% | 5 | 3% | 14%
CCOC(=O)c1c(NC(=O)CSc2nnc(N)s2)sc(C)c1-c1ccc(C)cc1 | -4% | 18 | 25% | -5% | -3% | -6% | 5% | -4% | 16 | -2% | -1%
CN(C)CCCNc1cc(C(C)(C)C)nc2c(-c3ccc(Cl)cc3)cnn12 | 3% | 8 | -22% | -7% | -3% | 1% | 0% | ? | 1 | 0% | .
O=C(Cc1ccccc1)Nc1ccc(C(=O)O)cc1 | -7% | -1 | 1% | 1% | 5% | -23% | -13% | -6% | 16 | 2% | 4%
CCOC(=O)N1CCN(C(=O)c2ccc(N(Cc3ccc(C)cc3)S(C)(=O)=O)cc2)CC1 | -20% | 5 | 0% | 0% | -3% | 1% | 1% | 1% | -7 | 0% | 0%
Cc1cc(O)ccc1N/C=C/c1onc(C)c1[N+](=O)[O-] | -1% | 18 | -1% | -2% | 1% | -5% | ? | 14% | -7 | 5% | 3%
Cn1cccc1C(=O)Nc1ccc(N2CCOCC2)cc1 | -39% | -11 | . | . | 0% | . | . | ? | 3 | 3% | .
CC(C)(Oc1ccc(Cl)cc1)C(=O)OCC(=O)NCCc1ccccc1 | -6% | 5 | -7% | -6% | 2% | 9% | -6% | 2% | -1 | 3% | .
CN(C)c1cccc(C(=O)Nc2ccc3nc4n(c(=O)c3c2)CCCCC4)c1 | -7% | -27 | 4% | 0% | -1% | 12% | 15% | ? | -6 | -2% | 13%
COc1ccc(C2=CC(=O)OC(C)(c3ccccc3)O2)cc1 (stereo not drawn) | 6% | 6 | 10% | 4% | -6% | -6% | -18% | 3% | -3 | 2% | -15%
Nc1nnnn1/N=C/c1cccc(Oc2ccccc2)c1 | 10% | -1 | -1% | -2% | -4% | -1% | -2% | 3% | -3 | 0% | -1%
COC(=O)c1ccc(OS(=O)(=O)N(C)C)cc1 | 12% | -227* | 1% | -2% | 6% | 3% | -1% | ? | 1 | 0% | 4%
C/C(CC(=O)Nc1cccc2c1CCCC2)=N\NC(=O)c1ccccc1N | 0% | 3 | -4% | 3% | 42%[activator] | 3% | 3% | ? | -3 | 0% | 0%
CCOC(=O)CN1C(=O)NC(C)(c2ccc(OC(F)F)cc2)C1=O (stereo not drawn) | -4% | -2 | -2% | 6% | 0% | -1% | -8% | 0% | 7 | -1% | 2%
O=S(=O)(NCc1ccccc1Br)c1cccs1 | -28% | 0 | -1% | 1% | 4% | -5% | ? | 4% | 9 | 1% | 26%
C[C@H](NC(=O)c1[nH]cnc1C(=O)Nc1cccc(Cl)c1)c1ccccc1 | -1% | 1 | 16% | . | -6% | . | . | 19% | 2 | 4% | .
COCCNCc1ccc(C(C)C)cc1 | 0% | 0 | 10% | 2% | 1% | -14% | -9% | -4% | 16 | 5% | 21%
Cc1ccc(OS(=O)(=O)c2ccc(-c3csc(C)n3)s2)c(C)c1 | -8% | 10 | -2% | -2% | 0% | 6% | 9% | 4% | -5 | 0% | .
C=CCN1C(=O)NC(c2ccccc2)(C(F)(F)F)S/C1=C(\C#N)c1nnc(N2CCOCC2)n1-c1ccccc1 (stereo not drawn) | 4% | 7 | -2% | -4% | -2% | 0% | -13% | ? | 0 | 2% | 5%
COC(=O)c1ccc(CN2CCc3ccccc32)cc1 | -8% | -49 | 3% | 3% | 1% | -6% | 13% | ? | -25 | -10% | -11%
CSc1nc(N2CCOCC2)c2c3c(sc2n1)CCCC3 | -3% | 2 | 3% | -1% | 7% | -12% | 3% | -10% | -12 | 2% | -21%
CCN(C(=O)C1CCN(S(=O)(=O)c2cccc3nonc23)CC1)c1ccccc1 | 0% | -1 | -2% | 3% | -2% | -12% | ? | 0% | -4 | 8% | 6%

Only part of the results is shown, so the mix of outcomes need not match the whole.
